Source: PubChem BioAssay
Growth percent in the NCI-60 one-dose screen (48 h, 10 µM unless noted): 100 = growth as untreated, 0 = no growth, -100 = all killed.
SNB-19 = SNB-19 CNS cancer cells; 2.5% of 81,000 active; AID 1794751
HCC-2998 = HCC-2998 colon cancer; AID 1794799; 4.7% of 79,000 active
PC-3 = PC-3 prostate cancer cells; 3.9% of 80,000 active; AID 1794754
SNB-75 = SNB-75 CNS cancer; 5% of 79,000 active; AID 1794750
DU-145 = DU-145 prostate cancer; 4.2% of 81,000 active
SF-539 = SF-539 CNS cancer | AID 1794752 | 6.8% of 81,000 active
HT29 = HT29 colon cancer | 7.4% of 81,000 active
KM12 = KM12 colon cancer cells. AID 1794800. 5% of 82,000 active
SW-620 = SW-620 colon cancer; 5.2% of 82,000 active
Numbers without * were called inactive; x = no result given. The calls were made as follows: active = growth percent below 10; inactive = the rest.

SMILES | SNB-19 | HCC-2998 | PC-3 | SNB-75 | DU-145 | SF-539 | HT29 | KM12 | SW-620
O=C1NC(=O)/C(=C/c2cccc(OCc3cc4ccccc4nc3Cl)c2)S1 | 85 | 95 | 83 | 108 | 97 | 78 | 94 | 105 | 56
COc1ccc(/C=C/C(=O)c2ccc(NC(=O)CSc3nnc(-c4c[nH]c5ccccc45)n3-c3ccccc3)cc2)cc1OC | 83 | 97 | 72 | 94 | 84 | 89 | 97 | 83 | 108
CN(C)N=Nc1ccc2c(cnn2C(=O)Nc2ccc(Cc3ccccc3)cc2)c1 | 89 | 32 | 63 | 121 | 61 | 62 | 52 | 46 | 59
CCOC(=O)C1=C(C)Nc2nnc(Nc3ccccc3)n2C1c1ccccc1 (centres undefined) | 82 | 105 | 74 | 71 | 82 | -3.5* | 79 | 95 | 35
NS(=O)(=O)c1ccc(-n2ncc3c(=S)nc[nH]c32)cc1 | 94 | 114 | 87 | 119 | 112 | 99 | 103 | 98 | 106
CCOC(=O)CC1C(COC(=O)NC)OC(n2cnc3c(NC(=O)Nc4ccccc4)ncnc32)C1O[Si](C)(C)C(C)(C)C (centres undefined) | 99 | -8.6* | 32 | 45 | 59 | 33 | 8.8* | 31 | 72
COc1ccc2c(c1)c(-c1nn3cc(-c4cccs4)nc3s1)cn2C | 82 | 99 | 70 | 50 | 90 | 81 | 52 | 70 | 82
CNC(=O)c1cc(Oc2ccc(NC(=O)c3[nH]c(SC)nc3-c3ccc(F)cc3)cc2)ccn1 | 99 | 97 | 33 | 79 | 60 | 65 | 13 | 19 | 90
CN1C(=O)C2(SCC(C(=O)NCC(=O)OC(C)(C)C)N2C(=O)C2CCCCC2)c2ccccc21 (centres undefined) | 99 | 106 | 95 | 80 | 105 | 100 | 88 | 101 | 99
CC(CN(C)C)C(O)(Cc1ccccc1)c1ccccc1 (centres undefined) | 96 | 92 | 94 | 76 | 104 | 101 | 97 | 99 | 101
O=c1[nH]cc(CCc2ccccc2)c(=O)[nH]1 | 106 | 109 | 90 | 95 | 120 | 103 | 106 | 108 | 113
CS(=O)(=O)Nc1cccc(-n2c(/C=C/c3ccccc3)nc3ccccc32)c1 | 84 | 109 | 39 | 66 | 97 | 85 | 96 | 76 | 77
COc1cc(F)c(/C=C/c2cc(/C=C/c3cc(OC)c(OC)cc3F)n(-c3cc(F)cc(F)c3)n2)cc1OC | 57 | 86 | 10 | 105 | 43 | 83 | 23 | 28 | 0.8*
CCCOc1ccc2c(c1)CC[C@@H]1[C@@H]2CC[C@@]2(C)[C@H]1CC[C@]2(C)O | 94 | 75 | x | 73 | 92 | 67 | x | 36 | 54
O=C1NCCN1/N=C/c1c(Cl)nc2n1CCS2 | 108 | 111 | 76 | 101 | 86 | 95 | 108 | 101 | 103
O=C1Nc2ccc([N+](=O)[O-])cc2/C1=N/c1n[nH]c(=S)s1 | 99 | 113 | 100 | 90 | 107 | 88 | 110 | 96 | 98
CC(C)N(Sc1nc2ccccc2s1)Sc1nc2ccccc2s1 | 101 | 98 | 78 | 84 | 101 | 101 | 93 | 96 | 86
NC(CC(N)C(=O)O)C(=O)O (centres undefined) | 108 | 99 | 92 | 88 | 115 | 98 | 84 | 113 | 104
CSC1=NC(c2cccc(Cl)c2)C(C(C)=O)=C(C)N1 (centres undefined) | 99 | 106 | 105 | 92 | 106 | 102 | 105 | 99 | 103
CCCCCCC1(C(OC)OC)NC(=O)NC1=O (centres undefined) | 107 | 100 | 92 | 79 | 106 | 100 | 100 | 101 | 98
CN(C)CCC1c2ccc(Cl)cc2CCc2cccnc21 (centres undefined) (tested in a mixture with another compound) | 93 | 100 | 77 | 66 | 116 | 85 | 92 | 100 | 82
O=C(CSc1nnc(-c2cc(-c3ccccc3)nc3ccccc23)o1)c1ccccc1 | 107 | 98 | 110 | 62 | 102 | 101 | 99 | 100 | 107
Cc1cccc(NC(=O)Cn2cc(CN3CCN(c4ccnc5cc(Cl)ccc45)CC3)nn2)c1 | 90 | 102 | 63 | 75 | 106 | 93 | 98 | 82 | 90
COC(=O)/C=C/c1cc(OC(C)=O)c2c(c1)C(C(=O)OC)C(c1ccc(OC(C)=O)c(OC(C)=O)c1)O2 (centres undefined) | 23 | 26 | 12 | 46 | 11 | -6.9* | 11 | 16 | 21
CCCC(=O)NC(c1cccc(N(C)C)c1)c1cc(C)c2cccnc2c1O (centres undefined) | 69 | 58 | 50 | 77 | 66 | 54 | 92 | 55 | 50

By substructure, the entries above with a Cl atom.
SMILES | SNB-19 | HCC-2998 | PC-3 | SNB-75 | DU-145 | SF-539 | HT29 | KM12 | SW-620
O=C1NC(=O)/C(=C/c2cccc(OCc3cc4ccccc4nc3Cl)c2)S1 | 85 | 95 | 83 | 108 | 97 | 78 | 94 | 105 | 56
O=C1NCCN1/N=C/c1c(Cl)nc2n1CCS2 | 108 | 111 | 76 | 101 | 86 | 95 | 108 | 101 | 103
CSC1=NC(c2cccc(Cl)c2)C(C(C)=O)=C(C)N1 (centres undefined) | 99 | 106 | 105 | 92 | 106 | 102 | 105 | 99 | 103
CN(C)CCC1c2ccc(Cl)cc2CCc2cccnc21 (centres undefined) (tested in a mixture with another compound) | 93 | 100 | 77 | 66 | 116 | 85 | 92 | 100 | 82
Cc1cccc(NC(=O)Cn2cc(CN3CCN(c4ccnc5cc(Cl)ccc45)CC3)nn2)c1 | 90 | 102 | 63 | 75 | 106 | 93 | 98 | 82 | 90

The main list resumes, repeating the 2 entries before the break.
SMILES | SNB-19 | HCC-2998 | PC-3 | SNB-75 | DU-145 | SF-539 | HT29 | KM12 | SW-620
COC(=O)/C=C/c1cc(OC(C)=O)c2c(c1)C(C(=O)OC)C(c1ccc(OC(C)=O)c(OC(C)=O)c1)O2 (centres undefined) | 23 | 26 | 12 | 46 | 11 | -6.9* | 11 | 16 | 21
CCCC(=O)NC(c1cccc(N(C)C)c1)c1cc(C)c2cccnc2c1O (centres undefined) | 69 | 58 | 50 | 77 | 66 | 54 | 92 | 55 | 50
CN1C(=O)[C@@]2(C)Nc3ccccc3CN2C1=S | 101 | 105 | 98 | 84 | 119 | 93 | 99 | 109 | 102
CC1(C)CC[C@]2(C(=O)NCCCNCCCCNCCCN)CC[C@]3(C)C(=CC[C@@H]4[C@@]5(C)Cc6c([nH]c7ccccc67)C(C)(C)[C@@H]5CC[C@]43C)[C@H]2C1 | 58 | 96 | 66 | 101 | 96 | 91 | 92 | 96 | 113
Cc1ccc(S(=O)(=O)NCCC(CC(C)c2cc3ccccc3s2)c2ccccc2)cc1 (centres undefined) | 94 | 108 | 79 | 97 | 102 | 98 | 100 | 91 | 91
COc1ccc(CC(=O)Cc2ccc(OC)c(OC)c2)cc1OC | 95 | x | 85 | 94 | 108 | x | 114 | 106 | 105
COc1ccc(Cn2cc3c(c2-c2cc(OC)c(OC)c(OC)c2)CCCc2cnoc2-3)cc1N | 29 | 49 | 36 | -15* | 17 | 1.9* | 15 | 26 | 30
C/C(=C\CCc1ccsc1)CC/C=C(\C)CCCN1CCOCC1 | 94 | 98 | 91 | 96 | 100 | 93 | 80 | 94 | 96
CC/C(=C(\c1ccc(O)cc1)c1ccc(OCCN(C)CCN(C)C(=O)CCCCCCCCC(=O)c2c(C)[nH]c(/C=C3\N=C(c4ccc[nH]4)C=C3OC)c2C)cc1)c1ccccc1 | 90 | 91 | 58 | 90 | 68 | x | 41 | 69 | 84
COc1ccc(C(=O)CSc2nnc(-c3cc(-c4ccccc4)nc4ccccc34)o2)cc1 | 94 | 118 | 105 | 102 | 110 | 106 | 113 | 105 | 107
COc1nccc2c(-c3ccc(Cl)cc3)nc(N)nc12 | 105 | 102 | 94 | 95 | 105 | 102 | 98 | 106 | 104
Oc1ccc(/C=N/N=C2c3ccccc3-c3ccccc32)c(O)c1 | 80 | 81 | 73 | 73 | 90 | 89 | 97 | 52 | 75
CN1CN(C)C(c2ccncc2)=C1c1ccncc1 | 99 | 106 | 103 | 108 | 126 | 98 | 101 | 105 | 96
CC(C)NC1(C(N)=O)CCNCC1 | 105 | 98 | 100 | 99 | 107 | 101 | 103 | 110 | 107
Cc1cc2nnc(SCC(=O)c3ccccc3)n2c(SCc2ccccc2)n1 | 93 | 115 | 89 | 90 | 98 | 104 | 108 | 101 | 100
CCCC(=O)NC(c1cccnc1)c1cc(Cl)c2cccnc2c1O (centres undefined) | 19 | 51 | 41 | x | 63 | 38 | 36 | 31 | 26
COc1ccc(Cc2nnc3sc(SC)nn23)cc1 | 106 | 110 | 98 | 92 | 103 | 103 | 122 | 101 | 108
COc1cc2nc(SCc3cc(OC)c(OC)c(OC)c3)n(-c3ccc(C)cc3)c(=O)c2cc1OC | x | 104 | 85 | 78 | 100 | 78 | 106 | 100 | 101
COc1nc(OC)nc(-c2cnc3cc(OC)c(OC)cc3c2)n1 | x | 104 | 98 | 98 | 101 | 110 | 109 | 98 | 107
C=CCC1C(=O)NN=C1C (centres undefined) | 99 | 100 | 87 | 96 | 111 | x | 95 | 104 | 109
COc1cc(/C=C2/C(=O)NC(SCC(=O)N3CCN(c4cc5c(cc4F)c(=O)c(C(=O)O)cn5C4CC4)CC3)=NC2N)ccc1O (centres undefined) | 103 | 106 | 99 | x | 106 | 103 | 104 | 109 | 101
O=C(c1ccccc1)N(C(=O)c1ccccc1)c1ccccc1 | 97 | 107 | 89 | 90 | 110 | 107 | 89 | 83 | 97
COc1ccc2[nH]c(=O)c(CNc3ccc(Nc4nccc(-c5ccc6ccccc6c5)n4)cc3)cc2c1 | 89 | 102 | 77 | 110 | 82 | 104 | 77 | 92 | 105
O=C(/C=C/c1ccc(Cl)c(Cl)c1)c1ccc(Cl)c(Cl)c1 | 103 | 109 | 94 | 83 | 108 | 100 | 98 | 104 | 100
O=C(Cn1c(-c2ccc([N+](=O)[O-])cc2)nc2ccccc21)NNC(=O)c1cccnc1 | 86 | 98 | 69 | 53 | 90 | 89 | 77 | 87 | 103
C[C@@H](C[C@H](CCOCc1cccnc1)c1ccccc1)c1csc2ccccc12 | 92 | 113 | 72 | 85 | 100 | 103 | 76 | 83 | 90
C=C(NC(=O)C(=C)NC(=O)c1csc(C2=NC3c4csc(n4)C4NC(=O)c5csc(n5)C(C(C)(O)C(C)O)NC(=O)C5CSC(=N5)C(=CC)NC(=O)C(C(C)O)NC(=O)c5csc(n5)C3(CC2)NC(=O)C(C)NC(=O)C(=C)NC(=O)C(C)NC(=O)C(C(C)CC)NC2C=Cc3c(C(C)O)cc(nc3C2O)C(=O)OC4C)n1)C(N)=O (centres undefined) | 67 | 79 | 64 | 67 | 65 | 1.6* | 3.8* | 28 | 1.8*
CC(C)CC(NC(=O)OCc1ccccc1)C(=O)NC(Cc1c[nH]c2ccccc12)C(=O)O (centres undefined) | 112 | 101 | 101 | 143 | 107 | 106 | 100 | 104 | 104
Cc1ccc(S(=O)(=O)n2cc(C(=O)C(=O)N3CCOCC3)c3ccccc32)cc1 | 100 | 100 | 67 | 104 | 109 | 91 | x | 99 | 101

Entries of single compounds as entered above. Order of screens: SNB-19	HCC-2998	PC-3	SNB-75	DU-145	SF-539	HT29	KM12	SW-620
COc1ccc(Cc2nnc3sc(SC)nn23)cc1 is entered as 106	110	98	92	103	103	122	101	108
C[C@@H](C[C@H](CCOCc1cccnc1)c1ccccc1)c1csc2ccccc12 is entered as 92	113	72	85	100	103	76	83	90
Cc1ccc(S(=O)(=O)n2cc(C(=O)C(=O)N3CCOCC3)c3ccccc32)cc1 is entered as 100	100	67	104	109	91	x	99	101
Oc1ccc(/C=N/N=C2c3ccccc3-c3ccccc32)c(O)c1 is entered as 80	81	73	73	90	89	97	52	75
